Mito fusion yeast – inhibitors of mitochondrial division or activators of mitochondrial fusion. S. cerevisiae fusion-defective mutant growth rescue, CellTiterGlo 48 h. Potency, µM (doses to about 46.1 µM), for inactives: top-dose growth rescue (activation), usual class: activators. 0.23% of 320,000 active. AID 485298;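 further: potency means the concentration at half of the fitted maximal effect; % of control where 0% means no effect; nearly all actives have a fitted effect of over 45% in size; temperature-sensitive fusion mutants such as fzo1-1 at 37 °C on non-fermentable ethanol glycerol medium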
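Read-out: ATP-based luminescence (CellTiterGlo, 10 min ambient) reporting growth of fusion-defective ts yeast after 48 hours at 37C on glycerol/ethanol YPEG medium in the presence of compound.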
TSG101-PTAP inh – blocks PTAP/TSG101 interaction to inhibit HIV-1 budding; Fluorescence polarization, FITC-PTAP peptide / Tsg101 binding; Potency, µM (highest dose often 115 µM), for inactives: at the highest dose activity change, negative = inhibition, most hits filed as inhibitors; 340,000 tested, under 10 active; Q99816; active means well fitted inhibition curve with a large enough effect in the main read-out, with a control signal flat, not every such curve was filed as active; inconclusive means small, poorly fitted or top-dose-only effect, or effect the other way, or a change in a side signal; inactive means no such curve, though single readings can be large or run the other way; further: potency means the concentration at half of the fitted maximal effect; % of control where 0% means no effect
Target sequence (Q99816 whole entry, looked up): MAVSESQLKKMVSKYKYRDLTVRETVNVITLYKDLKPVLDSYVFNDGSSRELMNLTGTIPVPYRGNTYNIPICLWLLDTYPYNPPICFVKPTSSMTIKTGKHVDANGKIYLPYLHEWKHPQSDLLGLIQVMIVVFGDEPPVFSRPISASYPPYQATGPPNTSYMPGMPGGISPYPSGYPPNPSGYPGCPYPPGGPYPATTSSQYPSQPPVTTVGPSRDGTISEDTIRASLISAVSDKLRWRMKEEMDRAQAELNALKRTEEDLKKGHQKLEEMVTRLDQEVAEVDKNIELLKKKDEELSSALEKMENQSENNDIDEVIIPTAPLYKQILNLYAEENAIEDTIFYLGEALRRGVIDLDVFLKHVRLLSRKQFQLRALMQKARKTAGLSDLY
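Fluorescence polarization binding of Tsg101 binding domain (10 uM final) to FITC-labeled PTAP peptide (50 nM final) in HEPES pH 7.5 buffer with NaCl, Tween 20, EDTA, TCEP. Compounds added before peptide; binding 20 min at RT.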
TSHR antagonist – antagonists of human thyroid stimulating hormone receptor. P16473. TSHR-expressing cells, TSH-stimulated cAMP HTRF, 2 h; hits give low values. activity change, negative = inhibition, % at 11.5 µM. 0.2% of 330,000 active. AID 504810;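 active means activity change below a set negative limit, meaning inhibition stronger than a set level, cut at about -70% in these data; inconclusive means activity change between two set negative limits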; further: on the % scale 0 is the no-effect control and ±100 the full control effect
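Competitive HTRF cAMP read-out (cryptate anti-cAMP antibody, cAMP-d2; 30 min, room temperature) in freshly harvested TSHR cells. Compounds added before TSH at EC80 (4nM final), followed by 2 hours' incubation at 37 deg C.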
ELG1 repair inh – ELG1-dependent DNA repair inhibition; HEK293T ELG1-luciferase reporter, luminescence, 16 h; DNA damage induced by 5-fluorouridine; Potency, µM (titrated, usually from 46.1 µM), for inactives: at the highest dose activity change, negative = inhibition, most hits filed as inhibitors; 2.3% of 330,000 active; AID 504467; further: potency means the concentration at half of the fitted maximal effect; on the % scale 0 is the no-effect control and ±100 the full control effect; nearly all actives have a fitted effect of over 55% in size
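Step one: seed 2,000 cells per well. Step two: pin-transfer compound or DMSO alongside 5-fluorouridine. Step three: incubate 16 hr, 37 °C, 5% CO2. Step four: add ONE-Glo, wait 30 min, read luminescence.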
Tb PFK inh – blocks T. brucei phosphofructokinase; O15648; T. brucei PFK, ADP-Glo luminescence; Potency, µM (doses to about 57.5 µM), inactives show at the top dose activity, negative = inhibition, most hits filed as inhibitors; 0.17% of 330,000 active; AID 485367;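 further: potency means the concentration at half of the fitted maximal effect; 0% = uninhibited 1x PFK enzyme wells and -100% = no-enzyme wells; nearly all actives have a fitted effect of over 60% in size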
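Activity is normalized to no-enzyme wells (full inhibition) and 1.25 nM enzyme wells (no inhibition). Reaction: 0.5 mM F6P, 0.1 mM ATP, 45 min RT, ADP-Glo luminescence; concentration-response curves fitted and classed by quality.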
TCR activator – activates T cell receptor signaling | primary human leukocytes, anti-CD3, IL-2 HTRF, 48 h | Potency, µM (top dose mostly 9.22 µM), for the others: top-dose activation of IL-2 secretion, hits mostly activators | 330,000 tested, under 10 active; further: % of control where 0% means no effect
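Using a-CD3 beads without co-stimulation, primary human leukocytes were exposed to compounds for 48 hr. An HTRF IL-2 kit measured the cytokine, with europium-to-d2 energy transfer producing emission at 665nm upon 320nm excitation.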
A-T KAP1 phos – potential ataxia-telangiectasia treatment. AID 485349. Potency, µM (series often up to 57.5 µM), for the others: at the highest dose activation, usual class: activators. […] A-T fibroblasts, KAP-1 phosphorylation AlphaLISA; neocarzinostatin DNA damage 30 min before lysis. 0.19% of 320,000 active; further: potency means the concentration at half of the fitted maximal effect; % of control where 0% means no effect; nearly all actives have a fitted effect of over 45% in size
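hTERT-immortalized A-T patient fibroblasts ([…]), 500 cells/well in OPTI-MEM, 1% FBS, got compounds for 60 min, then NCS for 30 min at 37C. Lysates were then assayed for phospho-KAP-1 by AlphaLISA (anti-pKAP1 donor, anti-KAP1 acceptor beads), 6 hr at 25C.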
ASM inhibitor – inhibitors of human secretory acid sphingomyelinase | Potency, µM (series often up to 57.5 µM), for inactives: at the highest dose activity change, negative = inhibition, hits mostly inhibitors | AID 504937 | P17405 | placental ASM, HMU-PC fluorogenic substrate, 60 min | 0.006% of 340,000 active; further: potency means the concentration at half of the fitted maximal effect
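Human placenta-derived ASM enzyme was preincubated with compound for 10 minutes at room temperature, then given fluorogenic substrate HMU-PC0 (9 uM final) for 60 minutes at 37 °C; a pH 10 stop preceded fluorescence reading at Ex 386/Em 447 nm.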
BCR signal inh – inhibitors of chronic active B-cell receptor signaling. ABC-DLBCL IkBa-CBG/CBR reporter, luminescence ratio, 4 h. Potency, µM (series often up to 46.1 µM), inactives show at the top dose ratio change, negative = lower green/red ratio, most hits filed as inhibitors. 0.05% of 340,000 active. AID 493014; active means well fitted inhibition curve with a large enough effect in the signal ratio, with a control signal flat, not every such curve was filed as active; inconclusive means small, poorly fitted or top-dose-only effect, or effect the other way, or a change in a side signal; the % refers to the signal ratio;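 further: potency means the concentration at half of the fitted maximal effect; plate controls were basal doxycycline-induced cells for no effect and cells given 10 µM MG132 for full effect; MG132 reads +100%, hits lower the ratio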
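TMD8 human ABC-DLBCL cells with doxycycline-inducible IκBα–green luciferase fusion and unfused red luciferase, in 0.5% FBS medium; compounds up to 46 uM, 4 h at 37C. Green/red luminescence ratio, filter-overlap corrected, fitted to concentration-response curves.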
Integrin act MD – activates integrin-mediated alleviation for muscular dystrophy. alpha7betagal myoblasts, beta-gal FDG fluorescence, 48 h. Potency, µM (series often up to 38.3 µM), for inactives: at the top dose activation, usual class: activators. 0.064% of 350,000 active. AID 624291;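 further: potency means the concentration at half of the fitted maximal effect; 100% = response of the positive control SU9516; nearly all actives have a fitted effect of over 60% in size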
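Alpha7betagal+/- myoblasts (passage 13) were plated 16-24 hr, then exposed to compounds (1:260 dilution of DMSO stock) for 48 hours at 37C. After MPER lysis, β-galactosidase reporter activity was read as FDG fluorescence (ex 480/em 540) after 30 minutes.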
Eya2 phos inh – inhibitors of human Eya2 phosphatase activity; O00167; recombinant Eya2, OMFP fluorescence dephosphorylation (OMFP is methylfluorescein phosphate); Potency, µM (series often up to 76.9 µM), without a hit: at the highest dose activity, negative = inhibition, actives largely listed as inhibitors; 0.006% of 330,000 active; AID 488837; further: potency means the concentration at half of the fitted maximal effect; on the % scale 0 is the no-effect control and ±100 the full control effect
Target sequence (O00167 whole entry, looked up): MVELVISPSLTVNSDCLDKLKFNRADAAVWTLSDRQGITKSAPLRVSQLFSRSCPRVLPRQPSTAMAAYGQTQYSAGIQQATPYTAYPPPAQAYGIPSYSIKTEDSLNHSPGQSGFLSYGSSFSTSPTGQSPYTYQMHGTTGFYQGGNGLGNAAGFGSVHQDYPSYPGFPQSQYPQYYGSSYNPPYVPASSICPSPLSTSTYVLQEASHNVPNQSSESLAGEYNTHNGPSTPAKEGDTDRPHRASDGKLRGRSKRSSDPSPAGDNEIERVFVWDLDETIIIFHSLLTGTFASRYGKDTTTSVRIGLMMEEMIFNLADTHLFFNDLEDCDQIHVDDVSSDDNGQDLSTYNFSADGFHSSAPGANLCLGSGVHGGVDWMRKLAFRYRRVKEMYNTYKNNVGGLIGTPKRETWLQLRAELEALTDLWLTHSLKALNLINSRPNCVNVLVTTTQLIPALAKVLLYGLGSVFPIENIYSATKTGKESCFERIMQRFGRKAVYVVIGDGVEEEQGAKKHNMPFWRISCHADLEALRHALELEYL
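Eya2 protein (added as 0.2 uM solution) was preincubated with compound for 10 min at ambient temperature in 50 mM HEPES pH 7.5, 50 mM NaCl, 5 uM MgCl2, 0.05% BSA, 1 mM DTT. OMFP (added at 50 uM) then reacted 10 min; fluorescence read at 485/525 nm.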
An asterisk follows results filed as active; ? = inconclusive; · = no result given; [ ] = another dose, or the depositor's remark. Unless noted, the call rests on the fitted dose curve; in most records, active means well fitted curve in the direction sought with a large enough effect; inconclusive means small, poorly fitted or top-dose-only effect, or another doubt; inactive means no such curve, though single readings can be large; an effect the other way counts as inactive or inconclusive. Rows are unselected; overall some 3.2% were active at least once.

| no. | Structure | Mito fusion yeast | TSG101-PTAP inh | TSHR antagonist | ELG1 repair inh | Tb PFK inh | TCR activator |
| --- | --- | --- | --- | --- | --- | --- | --- |
| 1 | CCCOc1ccc(C(=O)CCNc2cccc(Cl)c2)cc1 | -12% | 0% | -27 | 6% | -3% | -10% |
| 2 | O=C(NCCc1ccccn1)/C(=C/c1ccco1)NC(=O)c1ccccc1 | 4% | -3% | 9 | 9% | -23% | -4% |
| 3 | N/C(COc1cc(Cl)cc(Cl)c1)=N\O | 11% | -6% | 2 | 12% | -17% | 1% |
| 4 | O=S(=O)(c1ccc2c(c1)CCCN2)N1CCCC2CCCCC21 (configuration not stated) | 10% | -3% | 5 | 0% | -3% | -10% |
| 5 | Cc1ccc(C(=O)CN2CCN(c3ccccn3)CC2)c(C)c1 | -4% | 2% | 21 | 20% | -8% | 2% |
| 6 | C=CCC1(O)C(=O)N2C(=C1C(=O)OCC)c1ccc3ccccc3c1CC2(C)C (configuration not stated) | 4% | 0% | -5 | · | -1% | 1% |
| 7 | CSc1ccccc1C(=O)Nc1cc2c(cc1C(=O)O)OCCCO2 | -5% | 0% | 9 | 3% | 4% | -10% |
| 8 | CCC(=O)Nc1ccc(-c2nnc(SCC(=O)N3CCCCC3)n2C)cc1 | 1% | -5% | -6 | 20% | 1% | · |
| 9 | Cn1cc(C(=O)N/N=C/c2cccc([N+](=O)[O-])c2)c2ccccc21 | -4% | -3% | -4 | 0% | 1% | 0% |
| 10 | Cc1ccc2c(c1)C1CN(C)CCC1N2S(=O)(=O)c1ccc(C(C)C)cc1 (configuration not stated) | -2% | -3% | 4 | 6% | 0% | 5% |
| 11 | Cn1c(SCC#N)nnc1-c1ccc2c(c1)OCO2 | -1% | -2% | 6 | 1% | 0% | -1%[46.1 µM] |
| 12 | CCOC(=O)c1ccc(Nc2cc(C)nc(-c3ccccc3)n2)cc1 | 14% | -2% | 18 | ? | -19% | 14% |
| 13 | O=C(NCC1CCCO1)C1CCCN(S(=O)(=O)c2ccc(F)cc2)C1 (configuration not stated) | -1% | -3% | 15 | 4% | -2% | 0% |
| 14 | COC(=O)c1cn(NC(=O)C2CCCO2)c(=O)c2ccccc12 (configuration not stated) | -5% | -5% | -7 | 1% | -3% | 7%[46.1 µM] |
| 15 | C=CCNc1nc(Cl)nc(Nc2ccc([N+](=O)[O-])cc2)n1 | -3% | -3% | 6 | 4% | -3% | 0% |

| no. | A-T KAP1 phos | ASM inhibitor | BCR signal inh | Integrin act MD | Eya2 phos inh |
| --- | --- | --- | --- | --- | --- |
| 1 | -2% | -7% | ? | -16% | 6% |
| 2 | 6% | 4% | 20% | 18% | 6% |
| 3 | 7% | 11% | -1% | -1% | 6% |
| 4 | -6% | -2% | -5% | 11% | -5% |
| 5 | -6% | 6% | 3% | 40% | 25% |
| 6 | 5% | -5% | 1% | 15% | 1% |
| 7 | -4% | 2% | ? | 40% | ? |
| 8 | 2% | -2% | -5% | -7% | 7% |
| 9 | -2% | 2% | 8% | 12% | -10% |
| 10 | -3% | -1% | 0% | -41% | -3% |
| 11 | · | 2% | -10% | -15% | -2% |
| 12 | 11% | -13% | ? | -11% | ? |
| 13 | -4% | 2% | 0% | 6% | 2% |
| 14 | 7% | 5% | 1% | -9% | 5% |
| 15 | 0% | 4% | -4% | 2% | -9% |

Next part:
| no. | Structure | Mito fusion yeast | TSG101-PTAP inh | TSHR antagonist | ELG1 repair inh | Tb PFK inh | TCR activator |
| --- | --- | --- | --- | --- | --- | --- | --- |
| 16 | CCCCOC(=O)c1ccc(Nc2ncnc3nc[nH]c23)cc1 | 6% | -8% | 1 | ? | -2% | -2%[46.1 µM] |
| 17 | CCc1nnc(NC(=O)C2CCN(S(=O)(=O)c3ccc(C)cc3)CC2)s1 | -8% | -7% | -4 | 10% | 0% | 0% |
| 18 | CC(C)[C@H](NS(=O)(=O)/C=C/c1ccccc1)C(=O)OCC(=O)NC(N)=O | -2% | -8% | 9 | 7% | -10% | 0% |
| 19 | COC(=O)C1=C(C)OC(N)=C(C#N)C1c1cc(C)sc1C (configuration not stated) | 1% | 0% | -3 | 17% | 4% | -1% |
| 20 | CC(C)c1ccc(CN2C(=O)c3ccccc3S2(=O)=O)cc1 | 1% | -6% | -5 | ? | 3% | -7% |
| 21 | O=C1CN(C(=O)c2cc3ccccc3o2)c2ccccc2N1 | 3% | -3% | -6 | ? | -3% | 4%[46.1 µM] |
| 22 | Cc1nc(N2CCCCC2)c2ccsc2n1 | -4% | -6% | -5 | ? | -4% | 0% |
| 23 | Cc1oc2c(CN3CCOCC3)c(O)ccc2c(=O)c1-c1ccc(Br)cc1 | 7% | -2% | -2 | 16% | -2% | -1% |
| 24 | O=C(CNC(=O)c1cccs1)NCCN1CCN(c2ccccc2F)CC1 | -8% | -3% | 9 | 10% | -14% | 0% |
| 25 | CC(=O)Nc1cccc(C(=O)NC2CCCc3c2cnn3-c2cc(C)cc(C)c2)c1 (configuration not stated) | 3% | -2% | 13 | -15% | -7% | -5% |
| 26 | CC1CN(C(=S)Nc2cccc(Cl)c2Cl)CC(C)O1 (configuration not stated) | -1% | -3% | -3 | -7% | -28% | -3% |
| 27 | Cc1ccc(CN(C)C(=O)c2c(C)nn(-c3ccccc3)c2C)cc1 | 21% | -8% | -4 | 3% | 0% | -2% |
| 28 | NC(=O)CC[C@@H]1NC(=O)[C@H](CO)NC(=O)c2cc([N+](=O)[O-])cc(I)c2NCC[C@@H](C(N)=O)NC1=O | -1% | 0% | 14 | 23% | -5% | -4% |
| 29 | Cc1ccc(S(=O)(=O)Nc2cccc(Oc3cnccn3)c2)cc1 | -1% | -1% | 8 | -22% | 3% | -2% |
| 30 | O=C(Nc1cccc(S(=O)(=O)NC2=NCCC2)c1)C1CC(=O)N(c2ccc3c(c2)OCCO3)C1 (configuration not stated) | 0% | 1% | 7 | 6% | -11% | -9% |
| 31 | CC(C)n1c(NCc2c[nH]c3ccccc23)nc2ccccc21 | 0% | 0% | 1 | 0% | 0% | 4%[46.1 µM] |

| no. | A-T KAP1 phos | ASM inhibitor | BCR signal inh | Integrin act MD | Eya2 phos inh |
| --- | --- | --- | --- | --- | --- |
| 16 | 6% | 2% | ? | 0% | 0% |
| 17 | 0% | 2% | -1% | 14% | 6% |
| 18 | -32% | 0% | ? | -21% | 8% |
| 19 | -8% | 2% | ? | 14% | 6% |
| 20 | 3% | -4% | 7% | -19% | -15% |
| 21 | -2% | 0% | ? | 22% | -3% |
| 22 | · | 1% | -11% | -34% | -6% |
| 23 | 0% | 18% | 3% | 20% | 9% |
| 24 | · | 7% | ? | -16% | 4% |
| 25 | 0% | -2% | -11% | 24% | -3% |
| 26 | 1% | -1% | 0% | 24% | -7% |
| 27 | 2% | 4% | 5% | -4% | 9% |
| 28 | -1% | -1% | -3% | 22% | -3% |
| 29 | -4% | -2% | -13% | -7% | 4% |
| 30 | 5% | 1% | -3% | -10% | 3% |
| 31 | 1% | 0% | 9% | -9% | 3% |

Four compounds from above, ordered by their value in TSG101-PTAP inh, highest first.
| no. | molecule | TSG101-PTAP inh |
| --- | --- | --- |
| 12 | CCOC(=O)c1ccc(Nc2cc(C)nc(-c3ccccc3)n2)cc1 | -2% |
| 2 | O=C(NCCc1ccccn1)/C(=C/c1ccco1)NC(=O)c1ccccc1 | -3% |
| 3 | N/C(COc1cc(Cl)cc(Cl)c1)=N\O | -6% |
| 16 | CCCCOC(=O)c1ccc(Nc2ncnc3nc[nH]c23)cc1 | -8% |

Bioassay records: PubChem, National Center for Advancing Translational Sciences (NCATS)
